# Bioassay records deposited in PubChem BioAssay by National Center for Advancing Translational Sciences (NCATS).
# TRPV1 agonist = HTS Assay for Compounds that Act as Agonists of the Vanilloid Receptor 1; 320,000 compounds, 0.19% hits; AID 540275, 2011; TRPV1-expressing cells, Fluo-8 calcium influx, agonist mode; activation, % at 8.33 µM; in the data active = activation above about 80%; inconclusive = between about 30% and that limit; note: 0% is about no effect
#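 Cells expressing TRPV1 were dye-loaded with Fluo-8 and read kinetically: 10 s baseline, 3 min after compound (agonist portion), then 2 min after EC20 capsaicin (allosteric enhancer portion). Calcium-bound dye fluorescence at 480/520 nm.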
# S-ASM inh = Inhibitors of Secretory Acid Sphingomyelinase (S-ASM): qHTS. 340,000 compounds, 0.006% hits. AID 504937, 2011. Sphingomyelin phosphodiesterase (Homo sapiens), P17405. placental ASM, HMU-PC fluorogenic substrate, 60 min. Potency, µM (doses to about 57.5 µM), inactives show top-dose activity change, negative = inhibition, hits mostly inhibitors; note: potency is the fitted concentration of half-maximal effect
#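 Human placenta-derived ASM enzyme was preincubated with compound for 10 minutes at room temperature, then given fluorogenic substrate HMU-PC0 (9 uM final) for 60 minutes at 37 °C; a pH 10 stop preceded fluorescence reading at Ex 386/Em 447 nm.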
# KCNH2 3.1 inh = qHTS for Inhibitors of KCHN2 3.1: Mutant qHTS. activity change, % (tested at about 1.8 µM). 340,000 compounds, 0.95% hits. U2OS KCNH2 3.1, thallium flux FluxOr; active compounds read low. AID 720553, 2013;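 active = maximum activity change below -70%; inconclusive = maximum activity change from -70% to -50%; inactive = maximum activity change above -50%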;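 note: thallium influx rate constant from kinetic fluorescence after stimulation buffer; % is set by controls: 0 for no effect and ±100 for the full control effect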
#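 U2OS cells transduced with KCNH2 3.1 mutant virus (1.77 x 10^8 /mL, 4 h), plated overnight at 37 C, loaded 45 min with FluxOr dye plus Red40 quencher. Thallium flux rate constant from kinetic reads after stimulation buffer, normalised to controls.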
# FBPA coupling cs = qHTS Assay for Inhibitors of Fructose-1,6-bisphosphate Aldolase from Giardia Lamblia: Coupling assay counterscreen. coupling enzyme system counterscreen, AmpLite Red fluorescence. 290,000 compounds, 0.67% hits. activity change, negative = inhibition, % at 58.2 µM, hits read low; in the data active = activity change below about -30%; note: % is set by controls: 0 for no effect and ±100 for the full control effect
#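 Counterscreen lacking aldolase: glyceraldehyde-3-phosphate coupling-enzyme reagent preincubated 10 min at RT with compound (at 57.5 uM final), then substrate/coupling system with AmpLite Red added; fluorescence read at 525/598 nm after 20 min RT.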
# AT treatment = qHTS Assay for Identifying a Potential Treatment of Ataxia-Telangiectasia | […] A-T fibroblasts, KAP-1 phosphorylation AlphaLISA; neocarzinostatin DNA damage 30 min before lysis | Potency, µM (doses to about 57.5 µM), for the others: top-dose activation, hits mostly activators | 320,000 compounds, 0.19% hits | AID 485349, 2010; note: potency is the fitted concentration of half-maximal effect; % of control where 0% means no effect; nearly all actives have a fitted effect of over 45% in size
#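 hTERT-immortalized A-T patient fibroblasts ([…]), 500 cells/well in OPTI-MEM, 1% FBS, got compounds for 60 min, then NCS for 30 min at 37C. Lysates were then assayed for phospho-KAP-1 by AlphaLISA (anti-pKAP1 donor, anti-KAP1 acceptor beads), 6 hr at 25C.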
# MBNL1 CUG block = qHTS Assay for Inhibitors of MBNL1-poly(CUG) RNA binding. TR-FRET MBNL1-His/biotin-(CUG)12 binding, 665/545 ratio. Potency, µM (titrated, usually from 57.5 µM), without a hit: top-dose activity change, negative = inhibition, most hits filed as inhibitors. Muscleblind-like protein 1 (Homo sapiens), Q9NR56. 280,000 compounds, 0.036% hits; active = well fitted inhibition curve with a large enough effect in the signal ratio, with a control signal flat, not every such curve was filed as active; inconclusive = small, poorly fitted or top-dose-only effect, or effect the other way, or a change in a side signal; inactive = no such curve, though single readings can be large or run the other way; the % refers to the signal ratio; note: potency is the fitted concentration of half-maximal effect; % is set by controls: 0 for no effect and ±100 for the full control effect
# Target sequence (Q9NR56 whole entry, looked up): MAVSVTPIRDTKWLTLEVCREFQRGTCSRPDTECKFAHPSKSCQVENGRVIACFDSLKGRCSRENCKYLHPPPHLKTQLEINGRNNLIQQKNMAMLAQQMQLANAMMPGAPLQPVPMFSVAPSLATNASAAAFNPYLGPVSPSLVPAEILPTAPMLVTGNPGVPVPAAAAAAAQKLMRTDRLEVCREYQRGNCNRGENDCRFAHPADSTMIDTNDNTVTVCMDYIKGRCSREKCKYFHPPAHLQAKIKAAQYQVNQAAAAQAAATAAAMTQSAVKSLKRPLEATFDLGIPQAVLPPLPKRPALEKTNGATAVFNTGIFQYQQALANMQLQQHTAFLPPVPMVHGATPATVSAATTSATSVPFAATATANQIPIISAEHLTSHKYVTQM
#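 His-tagged MBNL1 binding to biotinylated (CUG)12 RNA was measured by TR-FRET using terbium anti-His antibody (0.055 ng/ul final) and streptavidin-XL665 (5 nM final). Compounds were titrated 92 nM to 58 uM; 60 min at room temperature.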
# GALK inh = qHTS Assay for Inhibitors of Human Galactokinase (GALK). P51570. Purified GALK, Kinase-Glo residual ATP luminescence. Potency, µM (doses to about 57.5 µM), for inactives: top-dose activity change, negative = inhibition, usual class: inhibitors. 270,000 compounds, 0.007% hits. AID 1868, 2009; note: potency is the fitted concentration of half-maximal effect; % is set by controls: 0 for no effect and ±100 for the full control effect
# Target sequence (P51570 whole entry, looked up): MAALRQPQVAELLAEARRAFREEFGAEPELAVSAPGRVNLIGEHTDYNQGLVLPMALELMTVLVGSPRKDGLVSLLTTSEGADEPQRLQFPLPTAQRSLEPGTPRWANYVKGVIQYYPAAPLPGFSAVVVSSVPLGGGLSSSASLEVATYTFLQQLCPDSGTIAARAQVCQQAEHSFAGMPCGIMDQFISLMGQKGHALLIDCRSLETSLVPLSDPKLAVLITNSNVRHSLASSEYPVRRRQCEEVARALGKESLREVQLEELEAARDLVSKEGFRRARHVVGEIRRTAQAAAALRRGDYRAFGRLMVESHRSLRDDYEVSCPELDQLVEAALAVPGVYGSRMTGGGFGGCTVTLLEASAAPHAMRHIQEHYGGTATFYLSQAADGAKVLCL
#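 Human GALK (5 nM) with 35 uM ATP and 100 uM galactose in 20 mM HEPES pH 8.0, 5 mM MgCl2, 60 mM NaCl, 1 mM DTT, 0.01% BSA. After 1 h at room temperature, leftover ATP was read by Kinase-Glo Plus luminescence.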
# CXXC DNA block = qHTS Fluorescence Polarization Assay for Inhibitors of MLL CXXC domain - DNA interaction; Potency, µM (highest dose often 115 µM), inactives show top-dose activity change, negative = inhibition, actives largely listed as inhibitors; Histone-lysine N-methyltransferase 2A (Homo sapiens), Q03164; MLL-CXXC / FITC-HOXA9 DNA fluorescence polarization; 290,000 compounds, 0.037% hits; active = well fitted inhibition curve with a large enough effect in the polarisation, with a control signal flat, not every such curve was filed as active; inconclusive = small, poorly fitted or top-dose-only effect, or effect the other way, or a change in a side signal; inactive = no such curve, though single readings can be large or run the other way; the % refers to the polarisation; note: potency is the fitted concentration of half-maximal effect
#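 Steps: dispense CXXC domain solution (7 uM) → pin compounds or unlabeled HOX-A9 DNA control → 5 min ambient → add FLSN-HOX-A9 solution (50 nM) → spin → 30 min ambient → fluorescence polarization. Tris pH 7.5/NaCl/DTT/BSA buffer.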
# a7 integrin act = qHTS for Activators of Integrin-Mediated Alleviation for Muscular Dystrophy; alpha7betagal myoblasts, beta-gal FDG fluorescence, 48 h; Potency, µM (doses to about 38.3 µM), inactives show at the highest dose activation, hits mostly activators; 350,000 compounds, 0.064% hits;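 note: potency is the fitted concentration of half-maximal effect; 100% = response of the positive control SU9516; nearly all actives have a fitted effect of over 60% in size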
#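 alpha7betagal+/- myoblasts (passage 13, 250/well) treated 48 h at 37C with compounds at 1:260 dilution of DMSO stock. Lysed, then beta-galactosidase activity read as FDG fluorescence (ex 480/em 540) after 30 min, with pre-read for autofluorescence.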
# hERG WT inh = qHTS for Inhibitors of KCHN2 3.1: Wildtype qHTS; Voltage-gated inwardly rectifying potassium channel KCNH2 (Homo sapiens), Q12809; activity change, % at 1.84 µM; AID 720551, 2013; U2OS, BacMam KCNH2, thallium flux FluxOr; active compounds read low; 340,000 compounds, 0.37% hits;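 active = maximum activity change below -70%; inconclusive = maximum activity change between -70% and -50%; inactive = maximum activity change above -50%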; note: % is set by controls: 0 for no effect and ±100 for the full control effect
#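 U2OS cells transduced with wild-type KCNH2 virus are loaded with FluxOr dye for 45 min, and thallium flux is measured in kinetic reads before and after stimulation buffer. Rate constants are normalized to DMSO controls.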
# The depositor's hits bear a star; ? = inconclusive; nt = no result given; [ ] = dose if it differs, or a comment. Unless noted, calls come from the whole dose curve; as a rule, active = well fitted curve in the direction sought with a large enough effect; inconclusive = small, poorly fitted or top-dose-only effect, or another doubt; inactive = no such curve, though single readings can be large; an effect the other way counts as inactive or inconclusive.
SMILES,TRPV1 agonist,S-ASM inh,KCNH2 3.1 inh,FBPA coupling cs,AT treatment,MBNL1 CUG block,GALK inh,CXXC DNA block,a7 integrin act,hERG WT inh
CCn1c(SCC(=O)Nc2cc(C)on2)nnc1-c1cccc(C)c1,-2,1%,-14,1,2%,3%,-2%,7%,-10%,-5
CCOc1ccc(C(=O)CCC(=O)N2CCN(c3ccccc3O)CC2)cc1,nt,0%,-10,nt,5%,nt,nt,nt,14%,0
N#C/C(=C\c1c(N2CCCCC2)nc2ccccn2c1=O)C(=O)NC1CCS(=O)(=O)C1 (configuration not stated),-3,314%[activator],16,1,1%,nt,1%,-3%,-19%,-13
COC(=O)CCCC(=O)N1CCCC(C(=O)c2ccccc2SC)C1 (configuration not stated),1,6%,3,1,2%,-1%,0%,-16%,18%,-11
CCc1cc(C(=O)N2CCN(c3ccccn3)CC2)sc1C,?,211%,22,nt,4%,2%,2%,-9%,14%,-8
CCN(CC)CCC(=O)N1C/C(=C/c2ccccc2)C(=O)/C(=C\c2ccccc2)C1,nt,0%,-32,nt,nt,nt,nt,nt,-50%[inhibitor],32
CCC1CCCCN1CCNC(=O)CNS(=O)(=O)c1ccc2nc(C)sc2c1 (configuration not stated),13,1%,-29,6,1%,0%,-1%,6%,22%,6
COc1ccc(CC(NC(C)=O)C(=O)NC2CCN(S(=O)(=O)c3ccccc3)CC2)cc1OC (configuration not stated),2,7%,3,-1,8%,3%,4%,8%,15%,11
CC(=O)Nc1cccc(-n2nnc(SCC(=O)Nc3ccc(F)c(Cl)c3)n2)c1,2,-2%,-6,3,13%,nt,-3%,-2%,-23%,-4
COc1ccc(NC(=O)COC(=O)c2ccc(C)c(S(=O)(=O)N3CCCCC3)c2)cc1,0,-3%,-1,nt,11%,nt,nt,nt,24%,1
O=C(CN1CCN(S(=O)(=O)c2ccccc2)CC1)Nc1ccc2c(c1)OCO2,0,-1%,1,-5,-2%,-7%,-4%,6%,-26%,1
O=C(Cc1ccc(-n2c(=S)[nH]c3ccccc3c2=O)cc1)N1CCN(c2ccccc2)CC1,1,-4%,23,7,nt,-1%,2%,11%,1%[7.66 µM],-10
CCCCN(CCCC)CCCNC(=O)C1CC(c2cc(C(F)(F)F)cc(C(F)(F)F)c2)=NO1 (configuration not stated),nt,5%,-3,nt,nt,nt,nt,nt,-10%,10
CC(=O)Nc1ccc(S(=O)(=O)N(C)CC(=O)Nc2nc3ccccc3[nH]2)cc1,0,-3%,-9,nt,-2%,nt,nt,nt,-5%,-1
Cc1cc(C)c2nc(N3CCC(C(=O)NCC4CCCO4)CC3)sc2c1 (configuration not stated),19,-2%,4,nt,-1%,0%,6%,0%,-6%,-1
CCOC(=O)/C(C#N)=C/c1cn(CCC(=O)O)nc1-c1cccc(Br)c1,-3,0%,4,18,8%,11%,-1%,-8%,-14%,-2
COc1cc(CNC(C)C23CC4CC(CC(C4)C2)C3)ccc1OCC(=O)NC(C)(C)C (configuration not stated),16,7%,5,1,-4%,3%,0%,12%,-62%[inhibitor],-3
Cc1ccc2[nH]cc(CCCN3C(=O)c4ccccc4C3=O)c2c1,20,-5%,-20,-1,0%,-1%,0%,1%,?,0
COC(=O)c1nn(-c2cccc(Cl)c2)cc(OC)c1=O,-1,-1%,-1,2,-16%,5%,-5%,2%,5%,-17
CCCC(C(=O)NC1CCCC1)N(C(=O)Cn1nnc(-c2ccc(C)o2)n1)C1CCCC1 (configuration not stated),2,-6%,-22,1,7%,6%,3%,-4%,15%,-5
CCOc1ccc(-c2cc(C(=O)OC)nc3c2c(=O)n(C)c(=O)n3C)cc1,0,116%[activator],13,-1,-1%,2%,1%,1%,3%,20
Cc1csc(NC(=O)c2ccc(S(C)(=O)=O)cc2)n1,-12,0%,9,-5,2%,-17%,-1%,12%,0%,5
Cc1cc(C(=O)CSc2nnc(C3CC3)n2C2CC2)c(C)n1C(C)C,-1,6%,3,nt,-1%,nt,nt,nt,18%,4
O=C(CSc1nc2ccccc2c(=O)n1-c1ccccc1)N1CCCc2ccccc21,10,-2%,-10,0,5%,-19%,1%,12%,6%,-6
Cc1nn(-c2ccccc2)c(Cl)c1C1C(C#N)=C(N)Oc2c1c(C)nn2-c1ccccc1 (configuration not stated),9,-8%,-9,2,-11%,-5%,1%,-20%,-4%,0
CCc1oc(C(=O)O)cc1CN(CC)CC,0,6%,5,0,nt,2%,2%,1%,-7%,9
COc1ccc(C2SCC(=O)N2c2ccc(F)cc2)cc1 (configuration not stated),2,3%,11,0,0%,-5%,nt,4%,-6%,-6
O=C(O)CSC(NC(=O)c1cccnc1)(C(F)(F)F)C(F)(F)F,-2,2%,10,-1,0%,-3%,0%,-7%,5%,-5
CCC1(c2ccccc2)NC(=O)N(CC(=O)Nc2cccnc2Cl)C1=O (configuration not stated),0,0%,7,nt,-5%,nt,nt,nt,?,11
COC(=O)Nc1nc(-c2ccc(F)cc2)c(C)s1,-2,13%,2,0,-2%,-3%,-9%,12%,25%,0
CC(=O)c1ccc(OCC(=O)NC2CCCCCC2)cc1,23,4%,20,nt,9%,nt,nt,nt,25%,11
Fc1cccc(Cl)c1/C=N/Nc1ccccn1,1,-2%,-47,2,-8%,-4%,1%,4%,5%,17
CC(=O)Nc1ccc(NC(=S)NC(=O)C2CC2)cc1,-15,-2%,4,1,6%,3%,4%,-2%,5%,23
COc1ccc(C(=O)CCc2ccc(OC)c(OC)c2)cc1,nt,3%,2,nt,nt,nt,nt,nt,20%,-6
O=C(NCc1ccncc1)C1CCCN1S(=O)(=O)c1ccc(Cl)cc1 (configuration not stated),-3,-1%,-3,nt,7%,4%,-4%,-7%,-8%,6
CC1CCN(C(=O)CCN2C(=O)C3C4C=CC(C4)C3C2=O)CC1 (configuration not stated),1,-1%,3,0,-5%,-4%,0%,2%,-4%,0
Cc1nn(C)c(C(=O)Sc2cccc(Cl)c2)c1[N+](=O)[O-],-9,-1%,3,0,-9%,-7%,0%,-5%,0%,14
CC(=O)Nc1ccc(S(=O)(=O)NNc2ccc([N+](=O)[O-])cc2)cc1,0,?,-8,-2,2%,?,-5%,-2%,-10%,-14
Cc1ccc(S(=O)(=O)N(C)Cc2ccc(C(=O)N/N=C3\CCCC(=O)C3)cc2)cc1,0,7%,-17,1,5%,1%,0%,3%,6%,3
COc1ccccc1CCNC(C)CCc1ccc(O)cc1 (configuration not stated),-3,5%,nt,1,nt,-8%,-7%,-4%,-21%,nt
Cc1ccc(N2C(=O)c3ccccc3C2=O)cc1C,9,4%,-1,1,0%,-2%,0%,6%,9%,-13
CCn1c(Cn2nnc(-c3ccccc3)n2)nnc1SCc1ccc(Cl)c(Cl)c1,2,-13%,-5,-1,-2%,-6%,-2%,5%,0%,2
CC1(C)Cc2c(c(N3CCOCC3)nc3sc4c(NN)ncnc4c23)CS1,0,3%,-7,1,-4%,-5%,0%,?,-56%,4
CC(C)Oc1ccc(NC(=O)c2ccncc2)cc1,86*,-2%,-4,-2,6%,6%,-2%,-10%,-7%,-9
O=C(N/N=C/c1c(Cl)nc2ccccn2c1=O)c1cccnc1,nt,71%[activator],6,3,-11%,nt,1%,96%[activator],-34%,-4
Cc1nc(SCC(=O)NC2CC2)c2c(C)c(C)sc2n1,0,-1%,-32,4,1%,0%,15%,-8%,-9%,-2
COc1cc2nc(-c3ccccc3C)oc(=O)c2cc1OC,-2,-3%,-9,-4,10%,19%,-4%,6%,-9%,9
Cc1ccc(NCc2ccc([N+](=O)[O-])s2)cc1,0,2%,5,-2,6%,?,-4%,9%,-30%,-10
O=C(NCC(=O)N1CCCC(C(F)(F)F)C1)c1ccc(Oc2ccccc2)cc1 (configuration not stated),-1,-4%,13,nt,2%,21%,1%,-5%,-34%,7
